# POLB inh – qHTS Assay for Inhibitors of DNA Polymerase Beta; Potency, µM (doses to about 114 µM), without a hit: at the top dose activity change, negative = inhibition, hits mostly inhibitors; hit rate 1.3% among 340,000; Pol beta primer extension/strand displacement, fluorescence kinetic; also: potency is read from the fitted curve at half-maximal effect; % is scaled to controls: 0 for no effect and ±100 for the full control effect
#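 Homogeneous kinetic assay of primer extension and strand displacement by 10 nM Pol beta, preincubated 15 min at room temperature with compound before 50 nM substrate (final) was added. Read at 0 and 10 min; four-parameter Hill fit.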
# POLH inh – qHTS for Inhibitors of Polymerase Eta; DNA polymerase eta (Homo sapiens), Q9Y253; recombinant Pol eta, fluorescent DNA replication assay; Potency, µM (series often up to 114 µM), for the others: at the highest dose activity change, negative = inhibition, hits mostly inhibitors; hit rate 1.2% among 390,000; also: potency is read from the fitted curve at half-maximal effect; % is scaled to controls: 0 for no effect and ±100 for the full control effect
# Target sequence (Q9Y253 whole entry, looked up): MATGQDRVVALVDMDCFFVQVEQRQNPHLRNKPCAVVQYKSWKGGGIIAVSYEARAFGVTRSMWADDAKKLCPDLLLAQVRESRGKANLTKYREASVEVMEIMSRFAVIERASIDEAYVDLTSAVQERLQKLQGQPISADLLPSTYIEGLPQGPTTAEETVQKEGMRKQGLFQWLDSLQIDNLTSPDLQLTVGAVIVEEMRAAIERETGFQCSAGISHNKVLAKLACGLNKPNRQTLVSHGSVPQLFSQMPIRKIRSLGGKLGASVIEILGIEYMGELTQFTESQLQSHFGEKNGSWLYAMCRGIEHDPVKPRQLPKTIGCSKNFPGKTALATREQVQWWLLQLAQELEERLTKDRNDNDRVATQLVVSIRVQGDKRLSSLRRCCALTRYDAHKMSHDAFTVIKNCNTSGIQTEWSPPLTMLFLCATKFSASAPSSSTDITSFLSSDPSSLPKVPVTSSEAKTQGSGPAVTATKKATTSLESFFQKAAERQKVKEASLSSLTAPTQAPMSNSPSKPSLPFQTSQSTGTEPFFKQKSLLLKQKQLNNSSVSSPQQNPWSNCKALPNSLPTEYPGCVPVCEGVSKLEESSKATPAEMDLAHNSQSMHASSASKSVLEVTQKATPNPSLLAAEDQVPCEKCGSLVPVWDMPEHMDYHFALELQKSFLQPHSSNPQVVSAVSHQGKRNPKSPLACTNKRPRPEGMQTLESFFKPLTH
#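 Pol eta (10 nM) was preincubated with compounds for 15 min at room temperature, after which fluorescent replication substrate (50 nM final) was added to start the reaction. Fluorescence was read kinetically at 0 and 10 min.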
# APEX1 inh – qHTS Assay for Inhibitors of the Human Apurinic/apyrimidinic Endonuclease 1 (APE1). DNA repair nuclease/redox regulator APEX1 (Homo sapiens), P27695. Potency, µM (doses to about 65.8 µM), inactives show at the top dose activity change, negative = inhibition, hits mostly inhibitors. recombinant APE1, TAMRA/BHQ-2 abasic DNA cleavage fluorescence. hit rate 0.35% among 350,000. AID 2517, 2012;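 also: potency is read from the fitted curve at half-maximal effect; plate controls were vehicle for no effect and reference inhibitor for full effect; nearly all actives have a fitted effect of over 55% in size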
# Target sequence (P27695 whole entry, looked up): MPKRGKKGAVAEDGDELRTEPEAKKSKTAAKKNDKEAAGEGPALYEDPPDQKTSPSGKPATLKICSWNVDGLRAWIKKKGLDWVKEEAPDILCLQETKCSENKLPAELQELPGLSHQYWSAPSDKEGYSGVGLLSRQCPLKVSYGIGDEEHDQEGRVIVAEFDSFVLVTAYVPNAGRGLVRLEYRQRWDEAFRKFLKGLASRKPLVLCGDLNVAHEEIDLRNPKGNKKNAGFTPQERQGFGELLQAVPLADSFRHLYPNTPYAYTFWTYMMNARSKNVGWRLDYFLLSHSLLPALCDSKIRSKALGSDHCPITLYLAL
#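 Measures dequenching upon AP-site incision of a 5'-TAMRA/3'-BHQ-2 THF-containing duplex, 50 nM; human APE1 0.75 nM after 15 min room-temperature exposure to compound; kinetic three-point read at one-minute spacing.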
# Pol kappa inh – qHTS for Inhibitors of Polymerase Kappa | DNA polymerase kappa (Homo sapiens), Q9UBT6 | purified Pol kappa, fluorescent DNA synthesis assay, 10 min | Potency, µM (highest dose often 107 µM), for the others: top-dose activity, negative = inhibition, most hits filed as inhibitors | hit rate 0.53% among 400,000; also: potency is read from the fitted curve at half-maximal effect; % is scaled to controls: 0 for no effect and ±100 for the full control effect
#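 First, compounds were pin-transferred onto 10 nM Pol kappa. After 15 min at room temperature, substrate was added to 50 nM final. Fluorescence was then measured kinetically at 0 and 10 min.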
# Glioma ERSR ind – qHTS for Inducers of the Endoplasmic Reticulum Stress Response (ERSR) in Human Glioma: qHTS | U87-MG GRP78 promoter luciferase reporter, 16 h | Potency, µM, inactives show at the highest dose activation, hits mostly activators | hit rate 0.02% among 420,000 | AID 602332, 2012; also: potency is read from the fitted curve at half-maximal effect; series mostly up to about 76 µM; % of control where 0% means no effect; nearly all actives have a fitted effect of over 35% in size
#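 Stably transfected U87-MG glioma cells carrying a GRP78-based luciferase sensor; 16 h compound incubation. Luminescence end-point read 10 min after Bright-Glo addition at room temperature.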
# LDHA block – qHTS assay for inhibitors of human lactate dehydrogenase. L-lactate dehydrogenase A chain (Homo sapiens), P00338. purified LDHA, NADH/diaphorase-resazurin fluorescence; hits give low values. activity change, % (values are at about 110 or 230 µM). hit rate 0.15% among 480,000; in the data active = activity change below about -30%; inconclusive = mostly about -25% to -30%;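 also: plate controls were DMSO wells for no effect and wells without enzyme for full effect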
#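 Remaining NADH was detected by diaphorase (0.133 mg/mL) converting 37 µM resazurin to fluorescent resorufin, read at 0 and 20 minutes. The preceding 5-minute room-temperature reaction used 2 nM LDHA, 0.2 mM sodium pyruvate and 0.06 mM NADH at pH 7.4.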
# POLI inh – qHTS for Inhibitors of Polymerase Iota; DNA polymerase iota (Homo sapiens), Q9UNA4; hit rate 1% among 390,000; Potency, µM (series often up to 115 µM), for the others: at the top dose activity, negative = inhibition, usual class: inhibitors; Pol iota fluorescent replication assay, 10 min; also: potency is read from the fitted curve at half-maximal effect
#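 Fluorescent replication assay read twice, at 0 min and 10 min after adding 50 nM (final) substrate. Enzyme (10 nM) and compounds were first incubated 15 min at room temperature; enzyme-free buffer wells were negative controls.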
# BLM helicase inh – qHTS Assay for Inhibitors of Bloom's syndrome helicase (BLM); RecQ-like DNA helicase BLM (Homo sapiens), P54132; recombinant BLM DNA unwinding, fluorescence dequenching; Potency, µM (top dose mostly 56.1 µM), inactives show at the top dose activity change, negative = inhibition, most hits filed as inhibitors; hit rate 0.2% among 350,000; AID 2528, 2010;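 also: potency is read from the fitted curve at half-maximal effect; plate controls were vehicle for no effect and no enzyme for full effect; nearly all actives have a fitted effect of over 35% in size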
# Anesthetic bind – qHTS Assay for Identification of Novel General Anesthetics; apoferritin/1-aminoanthracene competitive binding, fluorescence; Ferritin light chain (Equus caballus), P02791; Potency, µM (doses to about 77.5 µM), for the others: at the top dose activity change, negative = displacement, actives largely listed as inhibitors; hit rate 0.074% among 350,000; AID 485281, 2010; also: potency is read from the fitted curve at half-maximal effect; % is scaled to controls: 0 for no effect and ±100 for the full control effect; nearly all actives have a fitted effect of over 20% in size
#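 Concentration-response curves derived by four-parameter Hill fitting of normalized fluorescence, where compounds displaced 1-AMA from 10 uM horse apoferritin following a brief 10 min room-temperature incubation; propofol titration acted as positive control.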
# * marks the source's active call; other numbers are inactive results; u = inconclusive; x = no result given; & = joins results of further samples; [ ] = remark or other dose. Unless noted, calls follow the shape of the dose curve; as a rule, active = well fitted curve in the direction sought with a large enough effect; inconclusive = small, poorly fitted or top-dose-only effect, or another doubt; inactive = no such curve, though single readings can be large; an effect the other way counts as inactive or inconclusive. A portion of the library; the hit share may differ from the screen's.
SMILES,POLB inh,POLH inh,APEX1 inh,Pol kappa inh,Glioma ERSR ind,LDHA block,POLI inh,BLM helicase inh,Anesthetic bind
NC(=O)C1CCN(C(=O)c2ccccc2SCC(=O)NCC2CCCCC2)CC1,21%,0%,-12%,-9%,-1%,-8,43%[activator],-1%,-8%
COCC(=O)N(CCc1ccccc1)Cc1cc2cc(C)ccc2nc1Cl,27%,-13%,25%,-1%,-2%,-1,-3%,-5%,-16%
Cc1ccc(C(=O)N/N=C\C2CC=CCC2)cc1[N+](=O)[O-] (stereo unspecified),29%,89µM*,3%,1%,0%,-3,29%,1%,-10%
Cc1ccc(CN2CCC(CNc3ncnc4onc(-c5ccc(F)cc5)c34)CC2)cc1,-11%,-2%,x,-12%,0%,0,13%,3%,-21%
Clc1ccccc1/C=N/N1CCN(Cc2ccccc2)CC1,-2%,-19%,-8%,-28%,5%,-10,-17%,-1%,-10%
O=C(CSC1=NS(=O)(=O)c2cc(F)ccc2N1)NCc1ccccc1,x,-9%,-3%,-11%,-3%,-2,-3%,x,x
Cn1c(=O)c2c(ncn2CC(=O)Nc2nc(-c3ccc(F)c(F)c3)cs2)n(C)c1=O,1%,5%,5%,2%,0%,-13,-5%,-4%,-3%
C=CCNC(=O)c1onc(CSc2ccc(Cl)cc2)c1C(=O)NCC=C,-22%,-3%,-1%,-2%,-5%,-1,5%,-12%,-4%
CCCCCCc1c(C)c2c(cc(C)c3c(C)c(C)oc32)oc1=O,6%,-20%,x,-19%,-3%,-5,u,-4%,-6%
CCOC(=O)c1cncc(O)c1,-12%,6%,1%,-4%,-4%,1,10%,-5%,7%
O=c1c2cnn(-c3ccccc3)c2ncn1Cc1cccnc1,u,2%,-1%,-12%,0%,1,6%,0%,-18%
COc1cc(/C=N\NC(=O)CC#N)ccc1OC/C=C/c1ccccc1,6%,-3%,22%,-23%,-7%,1,-11%,-8%,-24%
O=C(O)CCCCCNC(=O)OCC1c2ccccc2-c2ccccc21,9%,-1%,18%,-11%,-3%,-1,68%[activator],-2%,-6%
N#CC(C#N)=C(N)/C(C#N)=C/c1cc(O)c(O)c(O)c1,x,u,u,0.79µM*,0%&-2%,5,u,x,-17%
CCC(C)NCCOCCOc1cc(C)c(Cl)c(C)c1 (stereo unspecified),-13%,5%,5%,-14%,-5%,-16,87%,2%,-9%
CCc1ccccc1Nc1nn2c(=O)c3ccc(C(=O)NCc4cccs4)cc3nc2s1,8.9µM*,u,-6%,0%[60.1 µM],2%,-9,79µM*,-14%,-9%
CC(=O)N1CCN(S(=O)(=O)c2cccc(C(=O)Nc3ccccc3N3CCCCC3)c2)CC1,x,0%,-19%,-17%,-2%,0,9%,x,x
CC1Cc2ccccc2N1C(=O)NC1CC(=O)N(c2ccc3c(c2)OCCO3)C1 (stereo unspecified),18%,-2%,-2%,0%,-7%,-9,23%,0%,-10%
COc1ccccc1NC(=O)C1=C(C)Nc2nc(SCc3ccc(Cl)cc3)nn2C1c1ccccc1Cl (stereo unspecified),u,-30%,x,-12%,-1%,4,14%,-10%,-3%
Cc1cccc(Cc2c(C)nc3c(C(=O)N4CCN(Cc5ccc6c(c5)OCO6)CC4)cnn3c2C)c1,-19%,-14%,-3%,-20%,-2%,-2,-4%,-7%,-15%
Cc1ccc(-n2nc3c(c2NC(=O)C(C)C)CS(=O)(=O)C3)c(C)c1,-2%,-12%,65%[activator],4%,-4%,-10,-13%,-4%,-2%
CN(CC(=O)Nc1ccccc1Br)C(=O)c1ccccc1OCc1ccccc1Cl,x,-12%,x,-16%,-2%,-2,20%,x,x
Cc1nc(COC(=O)c2cc(O)c3ccccc3c2O)cs1,0%,3%,-3%,-13%,15%,7,17%,0%,-10%
CC(C)(C)NC(=O)c1ccncc1,-3%,-3%,-1%,-9%,-5%,0,-5%,1%,0%
CCOc1cc2c3c(c1)C1(C(=O)N3C(C)(C)C=C2C)C(C#N)=C(N)Oc2cc(O)ccc21 (stereo unspecified),13%,-14%,-11%,-29%,-2%,6,5%,-14%,-15%

# (next part)
SMILES,POLB inh,POLH inh,APEX1 inh,Pol kappa inh,Glioma ERSR ind,LDHA block,POLI inh,BLM helicase inh,Anesthetic bind
CCc1c(C2(O)CCCCC2)[nH]c2cnccc12,x,-2%,3%,-5%,-5%,-7,10%,x,x
C[C@H]1COC(=O)CC/C=C\C[C@H](CC(=O)N(CCO)Cc2ccccc2)C(=O)N1,x,-1%,-31%,-4%,-2%,-9,2%,x,x
Cc1ccc(C(=O)NCCONC(=O)c2ccc(C)cc2)cc1,3%,-10%,5%,-11%,8%,-2,22%,0%,-4%
CN(C)CCCC1(O)c2ccccc2C=Cc2ccccc21,5%,-7%,17%,-1%,-2%,-7,16%,6%,-6%
O=C(NNS(=O)(=O)c1ccccc1)c1cnn(-c2ccccc2)c1-n1cccc1,-1%,-18%,0%,-8%,-3%,1,22%,1%,0%
Cn1c(SCC(=O)N2CCCCCC2)nc2c([nH]c3ccccc32)c1=O,31%,-1%,21%,-11%,-3%,6,8%,-11%,-11%
CCC(=O)Nc1nnc(CSCc2ccc(F)cc2)s1,14%,1%,10%,-2%,-4%,-1,11%,1%,-14%
COc1cc(OC)cc(-c2c(-c3ccc(F)cc3)c3cc(-c4ccc(OC)nc4)ccc3n2C)c1,x,-6%,-6%,3%,-6%,0,-15%,x,x
O=c1[nH][nH]cc1C=Nc1ccc(Cl)cc1,-9%,-17%,-10%,-2%,3%,-4,34%[activator],-8%,-16%
Cc1ccc(S(=O)(=O)c2cc3cc(C(=O)Nc4ccc(C)cc4C)ccc3oc2=O)cc1,19%,-6%,x,-8%,1%,-12,-1%,-4%,0%
COc1ccc(-c2nc3scc(CCNS(=O)(=O)c4ccc(C)cc4)n3n2)cc1,50%[activator],-16%,x,-12%[60.1 µM],-2%,-8,8%,-9%,-5%
Cc1nn(C)c(C)c1S(=O)(=O)N1CCCC(C(=O)N2CCN(c3ccccc3)CC2)C1 (stereo unspecified),28%,-13%,-4%,7%,-2%,5,-11%,2%,-4%
NNC(=S)Nc1ccc(S(=O)(=O)N2CCOCC2)cc1,27%,-15%,8%,-20%,-2%,-5,32%[activator],-5%,-12%
CCN(CC)CCN1C(=O)c2cccc3cc(N)cc(c23)C1=O,u,-15%,u,u,u,17,u,116%[activator],12%
COc1ccc(C(C(=O)NC2CCCC2)N(C(=O)c2ccco2)c2cc3c(cc2C(C)=O)OCO3)cc1OC (stereo unspecified),13%,5%,-7%,-3%,-1%,0,140%[activator],-3%,11%
Cn1c(=O)nc2n(Cc3ccccc3)c3ccccc3cc-2c1=O,8%,-17%,2%,-2%,-3%,-1,171%[activator],-8%,137%[activator]
Nc1ccc(-c2nc3cc([N+](=O)[O-])ccc3o2)cc1,u,-7%,5%,4%,-1%,2,u,0%,-15%
Cc1ccc(-c2csc3ncnc(Sc4nnnn4C4CC4)c23)cc1,x,x,x,-9%,-2%,-11,9%,x,x
O=S(=O)(c1cc(-c2nnc(-c3ccc(Br)cc3)o2)ccc1Br)N1CCCCCC1,13%,-12%,15%,-14%,-4%,1,-6%,1%,-8%

# Some of these compounds in order of SMILES length, descending.
SMILES,POLB inh,POLH inh,APEX1 inh,Pol kappa inh,Glioma ERSR ind,LDHA block,POLI inh,BLM helicase inh,Anesthetic bind
CCOc1cc2c3c(c1)C1(C(=O)N3C(C)(C)C=C2C)C(C#N)=C(N)Oc2cc(O)ccc21 (stereo unspecified),13%,-14%,-11%,-29%,-2%,6,5%,-14%,-15%
Cc1ccc(S(=O)(=O)c2cc3cc(C(=O)Nc4ccc(C)cc4C)ccc3oc2=O)cc1,19%,-6%,x,-8%,1%,-12,-1%,-4%,0%
O=S(=O)(c1cc(-c2nnc(-c3ccc(Br)cc3)o2)ccc1Br)N1CCCCCC1,13%,-12%,15%,-14%,-4%,1,-6%,1%,-8%
COc1ccc(-c2nc3scc(CCNS(=O)(=O)c4ccc(C)cc4)n3n2)cc1,50%[activator],-16%,x,-12%[60.1 µM],-2%,-8,8%,-9%,-5%
NC(=O)C1CCN(C(=O)c2ccccc2SCC(=O)NCC2CCCCC2)CC1,21%,0%,-12%,-9%,-1%,-8,43%[activator],-1%,-8%
C=CCNC(=O)c1onc(CSc2ccc(Cl)cc2)c1C(=O)NCC=C,-22%,-3%,-1%,-2%,-5%,-1,5%,-12%,-4%
CCCCCCc1c(C)c2c(cc(C)c3c(C)c(C)oc32)oc1=O,6%,-20%,x,-19%,-3%,-5,u,-4%,-6%
O=C(O)CCCCCNC(=O)OCC1c2ccccc2-c2ccccc21,9%,-1%,18%,-11%,-3%,-1,68%[activator],-2%,-6%
Cc1ccc(C(=O)NCCONC(=O)c2ccc(C)cc2)cc1,3%,-10%,5%,-11%,8%,-2,22%,0%,-4%
CCC(=O)Nc1nnc(CSCc2ccc(F)cc2)s1,14%,1%,10%,-2%,-4%,-1,11%,1%,-14%
O=c1[nH][nH]cc1C=Nc1ccc(Cl)cc1,-9%,-17%,-10%,-2%,3%,-4,34%[activator],-8%,-16%

# Compound activity deposited in PubChem BioAssay by National Center for Advancing Translational Sciences (NCATS).
